HTRA1 inh: HTRA1 (human) protease inhibition. AID 504803. Q92743. 340,000 tested, 0.5% active. inhibition, % at 5.96 µM. recombinant HTRA1, FP-rhodamine activity-based probe, fluorescence polarization; in the data active = inhibition above about 36%;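 note: 0% = enzyme with DMSO and 100% = wells lacking enzyme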
Target sequence (Q92743 whole entry, looked up): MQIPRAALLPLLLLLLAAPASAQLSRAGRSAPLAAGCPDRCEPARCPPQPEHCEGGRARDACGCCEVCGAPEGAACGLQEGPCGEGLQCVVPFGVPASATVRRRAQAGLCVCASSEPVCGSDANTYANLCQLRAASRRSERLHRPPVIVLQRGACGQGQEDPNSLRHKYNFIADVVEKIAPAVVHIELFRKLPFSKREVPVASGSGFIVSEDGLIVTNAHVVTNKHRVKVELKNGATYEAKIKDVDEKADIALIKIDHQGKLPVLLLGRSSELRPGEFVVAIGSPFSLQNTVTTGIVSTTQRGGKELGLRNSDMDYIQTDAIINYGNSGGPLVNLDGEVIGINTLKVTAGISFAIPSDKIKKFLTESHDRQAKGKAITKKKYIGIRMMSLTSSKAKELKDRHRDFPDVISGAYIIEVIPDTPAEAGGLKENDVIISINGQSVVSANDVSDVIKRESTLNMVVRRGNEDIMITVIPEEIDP
TCR CD3 inh: inhibitors of human TCR-CD3 interaction; inhibition, % at 9.4 µM; 360,000 tested, 0.37% active; AID 651800; TAMRA-labeled TCR probe fluorescence, biochemical; in the data active = inhibition above about 19%;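 note: recombinant mutant TCR 2C K166C tagged with TAMRA read by polarization; 0% = receptor in buffer alone and 100% = receptor with positive control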
NPR2 activator: GC-B (human) receptor activation | P20594 | activation, % at 10 µM | 370,000 tested, 0.11% active | HEK293-GC-B cells, CNP EC30, cGMP TR-FRET; 0% at EC30 CNP, 100% saturating CNP;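 active = activation at 10 µM reaching about 35% in either raw or pattern-adjusted values, limit read from the data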
SIAE inh: human SIAE inhibition, primary screen. Q9HAT2. SIAE FP-Rh probe binding, fluorescence polarization. inhibition, % at 9.66 µM. 370,000 tested, 0.69% active. AID 1053197;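 active = inhibition above a cutoff: mean of compounds within the control limits plus 3 SD of those, cut at about 17% in these data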;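 note: 0% = plate median of compound wells and 100% = probe without SIAE protein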
MBD2 inh: inhibitors of human MBD2 binding to methylated oligonucleotide; inhibition, % at 4.4 µM; AID 686964; Q9UBB5; 370,000 tested, 0.31% active; TR-FRET; in the data active = inhibition above about 13%
rCAG binder: binds r(CAG) RNA repeats; 370,000 tested, 1.3% active; r(CAG) RNA repeat, TO-PRO-1 dye displacement fluorescence; inhibition, % at 3 µM; AID 651821;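 active = inhibition above the plate cutoff, the mean of all test compounds on that plate plus 3 SD, cut at about 35% in these data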;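 note: 0% = DMSO alone and 100% = 100 µM mitoxantrone as full dye displacement; higher means more dye released from RNA so lower well fluorescence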
ABHD4 inh: inhibits mouse alpha/beta hydrolase domain 4; Q8VD66; purified mABHD4, FP-Rh probe fluorescence polarization; inhibition, % at 8.92 µM; 370,000 tested, 0.54% active;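 active = inhibition exceeding the mean over every tested compound plus 3 SD, cut at about 30% in these data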;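 note: 0% = plate median of compound wells and 100% = S159A mutant with DMSO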
Target sequence (Q8VD66 whole entry, looked up, the tested form may be a part): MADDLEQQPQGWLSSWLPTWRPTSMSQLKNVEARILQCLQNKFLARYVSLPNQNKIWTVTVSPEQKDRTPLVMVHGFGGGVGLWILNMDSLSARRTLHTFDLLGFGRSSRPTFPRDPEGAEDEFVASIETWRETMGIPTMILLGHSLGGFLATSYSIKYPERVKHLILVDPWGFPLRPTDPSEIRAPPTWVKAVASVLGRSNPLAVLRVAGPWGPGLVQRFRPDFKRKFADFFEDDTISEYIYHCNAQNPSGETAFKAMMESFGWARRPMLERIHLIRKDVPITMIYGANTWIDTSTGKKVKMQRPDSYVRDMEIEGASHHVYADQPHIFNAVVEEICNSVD
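Assay system: mouse ABHD4 enzyme, wild type / Also added: fluorescent activity-based probe FP-Rh / Doses: single nominal dose of 8.92 µM, 0.89% DMSO final / Timing: 45 min compound pre-incubation plus 60 min probe step, 25 °C / Signal: FP readout, ex 525 nm / em 598 nm / Control set: S159A mutant/DMSO as 100%, compound-well median as 0%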
LEDGF integ inh: blocks HIV-1 LEDGF/p75-dependent DNA integration; TR-FRET IN-LEDGF/p75 DNA integration, Eu/Cy5; inhibition, % at 3.7 µM; 370,000 tested, 0.64% active;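 active = inhibition above the screen-wide mean plus 3 SD, cut at about 13% in these data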;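 note: signal is the Cy5 over europium emission ratio at 671 and 618 nm; 0% = plate median of compound wells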
TDP2 absorb: TDP2 (human) inhibition, absorbance primary screen; recombinant TDP2, T5PNP hydrolysis, p-nitrophenol absorbance 415 nm; inhibition, % at 12.8 µM; 370,000 tested, 0.34% active; AID 720702;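 active = inhibition above the mean of all tested compounds plus 3 SD, set per campaign, cut at about 25% in these data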;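 note: 0% = DMSO with enzyme and 100% = buffer with substrate but no TDP2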
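Test system: human TDP2 enzyme; Input: 120 nM TDP2 per well; Buffer or medium: Mg2+-containing Tris-HCl buffer, pH 7.5; Reagent: 5 mM T5PNP; Dosing: 12.8 µM single point, 1% DMSO; Incubation: reaction 2 h, 37 °C; Detection: p-Nitrophenol epi absorbance; Read-out: % inhibition relative to enzyme-containing and enzyme-free wells; Replicates: single well per compound.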
PRMT1 FP inh: PRMT1 (human) inhibition, primary screen. Q99873. recombinant PRMT1, activity-based probe fluorescence polarization. inhibition, % at 2.79 µM. 370,000 tested, 1.3% active. AID 652257;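 active = inhibition above about 21% made by adding two undisclosed values, limit read from the data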
* = called active by the depositor; x = not tested or not shown; & = joins results of further samples.

SMILES | HTRA1 inh | TCR CD3 inh | NPR2 activator | SIAE inh | MBD2 inh | rCAG binder | ABHD4 inh | LEDGF integ inh | TDP2 absorb | PRMT1 FP inh
CCCN1CCS(=O)(=O)N(Cc2cn(Cc3ccc(C)cc3)nn2)C(C(=O)OC)C1 (centres undefined) | x | x | 0 | 3 | 7 | 2 | -3 | 2 | -7 | -2
CC(NC(=O)/C(=C/c1cccc([N+](=O)[O-])c1)NC(=O)c1ccco1)C(=O)O (centres undefined) | 1 | -1 | 0 | -3 | 3 | 0 | 1 | 0 | 14 | -4
Cc1ccc(CN2C(=O)c3ccccc3Sc3ccc(C(=O)NCCN4CCOCC4)cc32)cc1 | -6 | 5 | -4 | 3 | 1 | -4 | 2 | -2 | -1 | 1
CCCSc1nc(N)nc2c1ncn2C1OC(CO)C(O)C1O (centres undefined) | -2 | -4 | 0 | -1 | 10 | 1 | -10 | 6 | 6 | 10
CCOC(=O)[C@]12CCCCC/C=C\1N(Cc1ccc(OC)cc1)C(=O)[C@H]2CC(=O)NCC1CCCCC1 | x | x | 3 | 4 | 0 | 4 | -6 | -3 | -7 | -1
C[C@@H]1NS(=O)(=O)c2c(F)cccc2O[C@@H]1c1ccccc1 | x | 5 | -2 | -5 | 2 | 2 | -2 | -1 | 17 | 2
Cc1ccc(S(=O)(=O)Cn2nnnc2CN2CCOCC2)cc1 | 5 | 3 | 2 | 4 | -1 | 0 | -2 | 3 | 6 | -2
CCCCC(=O)Nc1ccc2c(c1)nc(CCN1CCN(c3ccccn3)CC1)n2C | 5 | -9 | -2 | -3 | -4 | -4 | -13 | 4 | -15 | -1
CCOc1ccc(CCNC(=O)COC(=O)c2ccc(C)c(S(=O)(=O)N3CCOCC3)c2)cc1OCC | -2 | 0 | 2 | -2 | 8 | 6 | -5 | -2 | -7 | 9
CCOC(=O)c1cnn(-c2cc(Oc3ccccc3)ncn2)c1N | 0 | 5 | -3 | -1 | 0 | 1 | 1 | -1 | 5 | -1
O=C(CSc1nnnn1C1CCCC1)Nc1cccc(NC(=O)c2ccco2)c1 | -14 | -1 | 1 | -9 | 0 | 0 | -1 | -5 | 9 | -1
Cc1cccc(NC(=O)C2C(C(=O)O)C3C=CC2C32CC2)c1C (centres undefined) | -5 | 0 | -10 | -6 | -5 | -3 | -3 | -1 | 3 | 2
CCCn1c(C(CO)Nc2nc(-c3cccc(Br)c3)cs2)nc2ccccc21 (centres undefined) | -34 | 7 | 0 | 2 | -3 | 3 | -3 | -3 | -14 | 2
O=C(NC1CCCCC1)C(c1ccco1)N(C(=O)c1csnn1)c1cccc(Cl)c1 (centres undefined) | 2 | -5 | 0 | -5 | 0 | -4 | -4 | -1 | 2 | -2
Cc1cccc(C)c1-n1nnnc1C1(C)CCC(=O)N1CCCn1ccnc1 (centres undefined) | x | -11 | 4 | 0 | 0 | 1 | 9 | 4 | 16 | -3
COc1ccc2nc(NC(=O)CSc3nc4cccnc4n3C)sc2c1 | -6 | -9 | 0 | -3 | 5 | 7 | -2 | -3 | -10 | 1
O=C(Cn1c(NCCCO)nc2ccccc21)c1ccc(Br)cc1 | -3 | -8 | -8 | 0 | -6 | 2 | -7 | 2 | -20 | -1
CC(C)(C)NC(=O)Cc1ccc(S(=O)(=O)N2CCCC2)s1 | -8 | -3 | 0 | -2 | 4 | 14 | 6 | 5 | 5 | 9
Cc1ccc(-n2nc3c(c2NC(=O)c2cccs2)CSC3)cc1 | -69 | 13 | -4 | -80 | -2 | 25 | -67 | 8 | -5 | 4
CC(CN1CCCC1)OC(=O)COc1ccccc1 (centres undefined) | -3 | 4 | 0 | 0 | 6 | -2 | 4 | 1 | 9 | -2
C(=N\n1cnnc1)/c1ccc(OCc2ccccc2)cc1 | -4 | 6 | 3 | 6 | -9 | -2 | -13 | -1 | 4 | -2
CCCNC(=O)CCn1nc(-c2ccc(Cl)cc2)c2ccccc2c1=O | 3 | 3 | 0 | 4 | -6 | -1 | 5 | -3 | 8 | 2
CC1(C)Cc2nc3oc4c(SCC(N)=O)ncnc4c3cc2CO1 | x | 2 | -4 | 7 | 0 | -2 | 4 | 2 | 2 | -6
Cc1sc2c(c1C)CN(Cc1ccncc1)CN2C(=O)c1ccco1 | 3 | 5 | -2 | -7 | -7 | 3 | 3 | 2 | 3 | 1
O=C(COc1ccccc1)N1CCN(C(=O)c2cccc(F)c2)CC1 | 4 | 7 | 2 | 0 | -9 | -3 | 3 | -5 | -2 | 0
Cc1cccc(OCC(O)CN2CCNCC2)c1 (centres undefined) | 0 | 1 | -1 | 2 | -5 | -1 | 4 | -1 | -7 | 2
CCN(CC)CCNC(=O)c1ccc(NC(=O)c2ccc(S(=O)(=O)N(C)c3ccccc3OC)cc2)cc1 | -1 | 3 | 0 | -6 | 0 | 7 | -2 | -3 | -4 | -1
O=C(CSc1nn(-c2ccc(F)cc2)c(=S)s1)N1CCN(C(=O)c2ccco2)CC1 | -9 | 4 | -3 | -1 | 2 | -3 | -2 | 2 | -2 | -1
COc1ccc(NC(=O)CS(=O)c2ccc(Cl)c(Cl)c2)cc1 (centres undefined) | 4 | 8 | -18 | -2 | -7 | -3 | -3 | -1 | 1 | 0
CC1(C)CC(=O)c2sc(NS(=O)(=O)c3ccccc3)nc2C1 | -4 | 1 | 2 | -1 | 2 | 4 | 3 | -1 | -3 | -1
O=C(COC(=O)/C=C/c1ccc(S(=O)(=O)N2CCc3ccccc32)cc1)NC1CCS(=O)(=O)C1 (centres undefined) | -4 | 1 | 3 | -2 | 0 | 3 | 0 | 1 | 8 | -4
Cc1nn(C(=O)c2cc([N+](=O)[O-])ccc2Cl)c(C)c1Br | 1 | 1 | -2 | -2 | -3 | -3 | 0 | 1 | 3 | 10
COC(=O)[C@]12C[C@H](CC(=O)NCCCCc3ccccc3)C(=O)N(Cc3ccco3)C1=C[C@H](C1CCCC1)O[C@@H]2C | x | x | -6 | 0 | 1 | 3 | 1 | -1 | 4 | 4
CCCC1CCC2(CC1)CCC2OC(=S)NCc1cccc(F)c1 (centres undefined) | x | x | 3 | -5 | 0 | x | -21 | 4 | 2 | 0
CC1CCCN(C(=O)Cc2cn(Cc3cccc(Cl)c3)c3ccccc23)C1 (centres undefined) | -62 | -1 | -5 | 2 | 2 | -5 | 0 | 0 | 5 | 2
O=C(CCOc1ccccc1)Nc1nnc(-c2ccc3c(c2)OCCO3)o1 | 2 | -3 | -4 | -3 | 2 | 3 | -1 | -6 | -18 | 3
CNS(=O)(=O)c1cccc(C(=O)OCC(=O)Nc2ccc(Cl)cn2)c1 | -4 | -1 | -4 | 5 | 3 | 8 | 2 | 0 | 11 | -2
CC(=O)Nc1cccc(/C(C)=N/NC(=O)c2ccc(O)cc2)c1 | 1 | 1 | 1 | -1 | -5 | -3 | -5 | 2 | 3 | -7
CCOC(=O)Cn1nc(-c2ccccc2)ccc1=O | 3 | -3 | 0 | 4 | -1 | 0 | 1 | 2 | 1 | -3
CCOC(=O)C1=C(C)NC(C)=C(C(=O)OCC)C1c1ccccn1 | 6&-2 | -2&9 | -9&-4 | 2&1 | -1&-4 | -1&-7 | -8&1 | 5&-5 | -5&3 | -5&-1
Cc1ccc(-n2nnnc2-c2ccccc2Br)cc1 | x | -3 | -3 | -1 | -1 | -7 | -5 | 2 | -3 | 0
COc1ccccc1/C=N/NC(=O)c1c(-c2ccccc2)noc1C | -3 | -1 | -1 | -1 | -6 | -1 | -6 | 2 | -7 | -6
CN1CCN(c2ccc(CNC(=O)C3Cc4c(-c5ccccc5)ccnc4O3)cc2)CC1 (centres undefined) | x | 3 | 4 | -7 | -1 | -1 | 0 | 0 | -8 | -3
CCOC(=O)C1=C(C)OC(N)=C(C#N)C1c1cccc(C)c1 (centres undefined) | -4 | 3 | -3 | 0 | -2 | -2 | 6 | 3 | -4 | 2
CSc1ncccc1C(=O)OCC(=O)N(C)Cc1ccc(C)cc1 | -6 | 0 | -3 | -4 | 9 | 3 | -1 | -3 | 1 | 6
COC(c1ccccc1)c1nnc(CCC(=O)NC2C3CC4CC(C3)CC2C4)o1 (centres undefined) | 9 | 1 | 2 | -3 | 3 | -12 | 4 | -4 | 3 | 3
O=C(Nc1ccccc1)OCc1cncs1 | -5 | -8 | -1 | -6 | 5 | -2 | 0 | -4 | 8 | 2
O=C(NCCSc1c[nH]c2ccccc12)c1ccc2c(c1)OCO2 | -9 | -5 | -5 | 1 | 6 | 2 | -6 | -1 | -5 | 4
CCOC(=O)c1c(NC(=O)CSc2ncn[nH]2)sc(C(C)=O)c1C | -1 | -2 | 21 | -4 | 3 | 2 | -5 | 6 | -4 | -2
O=C(NCCC1=CCCCC1)C(=O)NCC(c1ccco1)N1CCN(c2ccc(F)cc2)CC1 (centres undefined) | 1 | 2 | 3 | -3 | 5 | 1 | 4 | 1 | 5 | 1

(list continues)
SMILES | HTRA1 inh | TCR CD3 inh | NPR2 activator | SIAE inh | MBD2 inh | rCAG binder | ABHD4 inh | LEDGF integ inh | TDP2 absorb | PRMT1 FP inh
N/C(=N\OC(=O)CCC1CCCC1)c1ccncc1 | -1 | 8 | 4 | 1 | -4 | -3 | -3 | -2 | 6 | 0
CCCSc1nc(NCc2ccco2)c2c3c(sc2n1)COC(C)(CC)C3 (centres undefined) | -32 | -4 | 0 | 0 | 2 | 7 | -13 | 5 | -15 | 7
Cc1cc(=O)oc(C)c1C(=O)Nc1ccc2ncccc2c1 | 2 | 8 | 7 | 8 | 0 | -4 | -2 | 2 | 10 | 7
CN(CC(=O)Nc1c(Cl)cccc1Cl)C(=O)CCNS(=O)(=O)c1ccccc1C(F)(F)F | 4 | 4 | -2 | -1 | 1 | -2 | 1 | -2 | 6 | -1
O=C(OCCO)c1cc(Cl)c(C(=O)OCCO)cc1Cl | -4 | 8 | 1 | -3 | -3 | -5 | 1 | -2 | -5 | -2

Compound profiles (already shown):
Record of CCCSc1nc(NCc2ccco2)c2c3c(sc2n1)COC(C)(CC)C3 (centres undefined) = HTRA1 inh = -32; TCR CD3 inh = -4; NPR2 activator = 0; SIAE inh = 0; MBD2 inh = 2; rCAG binder = 7; ABHD4 inh = -13; LEDGF integ inh = 5; TDP2 absorb = -15; PRMT1 FP inh = 7
Record of Cc1cc(=O)oc(C)c1C(=O)Nc1ccc2ncccc2c1 = HTRA1 inh = 2; TCR CD3 inh = 8; NPR2 activator = 7; SIAE inh = 8; MBD2 inh = 0; rCAG binder = -4; ABHD4 inh = -2; LEDGF integ inh = 2; TDP2 absorb = 10; PRMT1 FP inh = 7
Record of CN(CC(=O)Nc1c(Cl)cccc1Cl)C(=O)CCNS(=O)(=O)c1ccccc1C(F)(F)F = HTRA1 inh = 4; TCR CD3 inh = 4; NPR2 activator = -2; SIAE inh = -1; MBD2 inh = 1; rCAG binder = -2; ABHD4 inh = 1; LEDGF integ inh = -2; TDP2 absorb = 6; PRMT1 FP inh = -1

These rows are one share of the data, so the mix of outcomes need not match the whole.
